Bioassay records deposited in PubChem by several laboratories.
PfHsp90 set2 = reduces growth (ATP signal) of yeast expressing P. falciparum Hsp90; S. cerevisiae expressing PfHsp90, BacTiter-Glo ATP, 48 h; yeast lacking PDR1 and PDR3 efflux regulators; inhibition, % at 9.4 µM; actives 0.32% (n = 310,000); AID 504621;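 active means every replicate shows inhibition above about 80%, whatever the replicate mean, limit read from the data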;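 further: 0% = DMSO neutral controls and 100% = 20 µM radicicol positive controls; yeast relying on Plasmodium falciparum Hsp90 in place of its own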
PvdQ inh = P. aeruginosa PvdQ acylase inhibition | purified PvdQ acylase, fluorescence plate reader | inhibition, % at 10 µM | actives 0.063% (n = 340,000); in the data active means inhibition above about 30%, passing the limit was not always enough;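 further: 0% = vehicle neutral wells and 100% = reference inhibitor wells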
CDK5 inh = blocks human CDK5/p35 kinase activity | Q00535+Q15078 | Recombinant CDK5/p35, ADP-Glo luminescence, 60 min | inhibition, % at 10 µM | actives 0.01% (n = 330,000) | AID 488839;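 active means highest replicate inhibition of at least 50% and at least 75% of replicates reaching 50%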;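 further: plate controls were DMSO neutral control for no effect and GW8510 at 10 µM for full effect; many of its hits are not listed in these tables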
Cardiac RTF inh = cardiac RTF calcium desensitization; inhibition, % at 7.15 µM; AID 493244; actives 0.12% (n = 340,000); IANBD-labeled cardiac RTF, Ca2+ fluorescence; P19429+P45379;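 active means inhibition above the mean inhibition of all tested compounds plus 3 SD, cut at about 17% in these data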;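 further: assay run at fixed EC70 calcium of 1.6 mM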
NSD2 inh = blocks human histone methyltransferase NSD2; inhibition, % at 12.5 µM; NSD2 peptide methylation, AlphaScreen, 120 min; actives 0.54% (n = 310,000); in the data active means inhibition above about 50%
Keap1-Nrf2 PPI = disrupts human Keap1 binding to Nrf2 peptide; Q14145; Keap1 Kelch-Nrf2 peptide fluorescence polarization, 1536-well; inhibition, % at 9.4 µM; actives 0.15% (n = 340,000); AID 504523; in the data active means inhibition above about 12%;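 further: human Keap1 Kelch domain with fluorescein labeled Nrf2 9mer peptide probe; 0% = neutral control wells and 100% = peptide positive control; higher means more block of Keap1 binding to Nrf2 peptide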
Target sequence (Q14145 whole entry, looked up, the tested form may be a part): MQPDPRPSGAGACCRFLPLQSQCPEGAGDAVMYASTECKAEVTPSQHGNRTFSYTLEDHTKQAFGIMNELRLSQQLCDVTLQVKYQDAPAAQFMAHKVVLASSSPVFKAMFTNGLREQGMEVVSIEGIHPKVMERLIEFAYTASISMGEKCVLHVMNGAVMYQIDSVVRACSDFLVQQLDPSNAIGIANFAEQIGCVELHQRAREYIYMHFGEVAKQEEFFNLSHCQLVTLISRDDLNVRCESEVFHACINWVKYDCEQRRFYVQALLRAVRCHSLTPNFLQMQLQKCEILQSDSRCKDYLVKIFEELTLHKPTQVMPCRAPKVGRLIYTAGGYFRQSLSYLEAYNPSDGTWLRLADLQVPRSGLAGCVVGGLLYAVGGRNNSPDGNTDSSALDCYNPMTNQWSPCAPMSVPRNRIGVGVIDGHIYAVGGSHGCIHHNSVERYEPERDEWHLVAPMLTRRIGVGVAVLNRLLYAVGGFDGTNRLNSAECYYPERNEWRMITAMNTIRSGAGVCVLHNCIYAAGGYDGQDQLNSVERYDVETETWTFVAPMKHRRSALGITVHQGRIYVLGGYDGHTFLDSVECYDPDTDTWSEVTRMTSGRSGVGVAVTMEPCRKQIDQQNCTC
Rtt109 Vps75 = inhibitors of Candida albicans Rtt109/Vps75 histone acetyltransferase; purified Rtt109/Vps75, ThioGlo CoA-SH fluorescence, 4 h; actives 0.16% (n = 330,000); Q5AAJ8; inhibition, % at 34.9 µM; AID 540336;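 active means inhibition of at least 50% in every replicate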
dFosB activator = enhances mouse delta FosB homodimer DNA binding; P13346; purified delta FosB, TAMRA-CDK5 oligo fluorescence polarization; percent of positive-control signal above neutral wells; activation, % at 25 µM; actives 0.99% (n = 340,000); AID 493131;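 active means mean activation above about 17%, with every replicate also reaching it, limit read from the data, passing the limit was not always enough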;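 further: fluorescence polarization rise as delta FosB binds a TAMRA Cdk5 AP-1 oligo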
Target sequence (P13346 whole entry, looked up): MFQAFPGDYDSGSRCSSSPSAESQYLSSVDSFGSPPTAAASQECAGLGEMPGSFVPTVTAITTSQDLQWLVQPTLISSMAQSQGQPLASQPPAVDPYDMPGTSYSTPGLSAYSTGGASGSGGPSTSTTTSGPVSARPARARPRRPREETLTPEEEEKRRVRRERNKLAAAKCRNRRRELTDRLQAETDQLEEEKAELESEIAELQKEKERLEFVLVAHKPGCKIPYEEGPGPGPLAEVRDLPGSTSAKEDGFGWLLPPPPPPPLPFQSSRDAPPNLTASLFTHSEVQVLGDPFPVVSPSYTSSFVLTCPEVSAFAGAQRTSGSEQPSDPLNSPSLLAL
cardiac RTF act = cardiac RTF calcium sensitization; IANBD-labeled TnC RTF fluorescence at EC20 calcium; 0% EC20 calcium, 100% full calcium; activation, % at 7.2 µM; actives 0.24% (n = 340,000); AID 493008;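 active means activation above the mean over all tested compounds plus 3 SD, cut at about 30% in these data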;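 further: rise in fluorescence read as greater calcium sensitivity of cardiac thin filaments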
C-LANA FP = inhibitors of KSHV LANA C-terminal domain DNA binding | MBP-C-LANA/FAM-LBS DNA binding, fluorescence polarization | inhibition, % at 9 µM | actives 0.078% (n = 340,000) | AID 504423;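 active means highest replicate inhibition at or above 60% at 9 µM, even if other replicates fall short; inactive means all replicates below 60% inhibition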;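 further: 0% = neutral control wells and 100% = 4 µM acridine orange control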
SUMO Mot1 rescue = blocks SUMOylation pathway, rescuing yeast Mot1-301 growth. growth rescue, % at 18.8 µM. actives 1% (n = 320,000). S. cerevisiae Mot1-301 growth rescue, ATP luminescence, 38.5C; percent above DMSO median, 100 means doubled;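 active means every valid replicate shows activation above 250% relative to neutral control wells; inactive means the rest, any valid replicate at or below 250%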;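 further: OY570 slx delta 5 strain wells were the positive control but not used for scaling; some compounds called inactive have numbers as strong as hits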
The depositor's hits bear a star; nt = not tested or not shown.

SMILES	PfHsp90 set2	PvdQ inh	CDK5 inh	Cardiac RTF inh	NSD2 inh	Keap1-Nrf2 PPI	Rtt109 Vps75	dFosB activator	cardiac RTF act	C-LANA FP	SUMO Mot1 rescue
Cc1ccc(NC(=O)CSc2nnc3ccc(-c4ccncc4)nn23)cc1	12	-12	-2.5	-3	1	-7	-7	-10	0	2.4	nt
Cc1ccc2c(c1)N(Cc1ccccn1)C(=O)C(C)O2 (stereo not given)	nt	-21	2.1	-3	-1	-3	1	-10	15	-1.3	-1
COc1ccc(S(=O)(=O)N2CCC3(CC2)OCCN3S(=O)(=O)c2cccs2)cc1	nt	-11	-1.2	0	0	-2	-3	-7	-4	0.0	4
CCc1c(C)nc(SCC(=O)Nc2c(C)n(C)n(-c3ccccc3)c2=O)[nH]c1=O	13	-17	0.0	3	0	-4	11	1	0	0.3	-5
COc1ccc(NC(=O)CSc2nc3ccccc3n2-c2ccccc2)c([N+](=O)[O-])c1	-16	-4	-0.4	7	5	1	-1	7	1	4.5	-8
COc1ccc(S(=O)(=O)N2CCCCCC2)cc1NC(=O)CN1C(=O)NC(C)(c2ccccc2)C1=O (stereo not given)	-2	-8	-0.9	-14	-1	0	13	6	-1	0.1	229
COc1ccc(NC(C)=[N+](C)CCNS(=O)(=O)c2ccc(Cl)cc2)cc1	-14	-13	-0.4	-8	-1	-4	2	-14	-5	2.2	-8
O=C(NCCCN1CCCC1=O)c1cccc(C(F)(F)F)c1	nt	-18	0.4	-13	-4	0	-1	-5	3	-0.8	10
COCC(=O)Nc1c(C(=O)Nc2ccc3c(c2)OCO3)oc2ccccc12	0	-5	nt	-10	-10	-6	-1	0	-8	0.3	415*
O=C(CCC(=O)NC1CCCCC1)Nc1cccnc1	15	-13	1.5	0	-1	-4	-1	3	1	-0.3	4
CN(CC(=O)N1CCc2ccccc21)S(=O)(=O)c1cccs1	-14	-13	0.2	-2	-2	-4	-10	4	-5	-0.2	4
CCOc1ccc2[nH]c3c(NCCO)ncnc3c2c1	-24	-16	-1.5	7	17	-5	2	-2	-4	-2.6	-17
CCOC(=O)CN1CC23C=CC(O2)C(C(=O)NCc2ccc(C)cc2)C3C1=O (stereo not given)	-20	-8	-3.7	-11	nt	-4	-3	1	3	0.7	0
CCOc1ccc(OCc2cccc(C(=O)Nc3ccc(CN4CCCCC4)cc3)c2)cc1	20	-8	-1.5	7	-1	-2	4	-28	-6	0.3	9
COCCCn1c(Cc2csc(Nc3ccccc3)n2)nnc1SCC(N)=O	nt	-5	1.8	-3	-9	-4	4	0	15	-0.6	-1

Whole records, quoted from the list.
COCC(=O)Nc1c(C(=O)Nc2ccc3c(c2)OCO3)oc2ccccc12 as listed: PfHsp90 set2: 0; PvdQ inh: -5; CDK5 inh: nt; Cardiac RTF inh: -10; NSD2 inh: -10; Keap1-Nrf2 PPI: -6; Rtt109 Vps75: -1; dFosB activator: 0; cardiac RTF act: -8; C-LANA FP: 0.3; SUMO Mot1 rescue: 415*
CCOc1ccc2[nH]c3c(NCCO)ncnc3c2c1 as listed: PfHsp90 set2: -24; PvdQ inh: -16; CDK5 inh: -1.5; Cardiac RTF inh: 7; NSD2 inh: 17; Keap1-Nrf2 PPI: -5; Rtt109 Vps75: 2; dFosB activator: -2; cardiac RTF act: -4; C-LANA FP: -2.6; SUMO Mot1 rescue: -17
CN(CC(=O)N1CCc2ccccc21)S(=O)(=O)c1cccs1 as listed: PfHsp90 set2: -14; PvdQ inh: -13; CDK5 inh: 0.2; Cardiac RTF inh: -2; NSD2 inh: -2; Keap1-Nrf2 PPI: -4; Rtt109 Vps75: -10; dFosB activator: 4; cardiac RTF act: -5; C-LANA FP: -0.2; SUMO Mot1 rescue: 4

(next part)
SMILES	PfHsp90 set2	PvdQ inh	CDK5 inh	Cardiac RTF inh	NSD2 inh	Keap1-Nrf2 PPI	Rtt109 Vps75	dFosB activator	cardiac RTF act	C-LANA FP	SUMO Mot1 rescue
Cc1sc(NC(=O)c2ccccc2F)c(CN2CCCCC2C)c1C (stereo not given)	29	-1	-2.5	8	5	-4	-6	-2	-4	2.8	-23
CSc1cccc(NC(=S)N2CCCN(Cc3ccc(F)cc3)C2)c1	5	-4	0.0	5	1	-6	0	-10	3	-2.5	-11
O=C(NNC(=O)c1ccc2ccccc2n1)c1ccc(O)cc1	6	-2	0.2	-12	2	2	3	-8	5	-1.0	nt
CN(C)C=Nc1ncc2c3ccccc3n(Cc3ccccc3)c2c1C#N	-12	-8	-1.1	-5	1	-1	2	2	3	-0.2	3
O=C(NCCN1CCN(C(=O)c2ccc(Br)cc2)CC1)c1ccc(Br)cc1	-20	-4	-0.7	-11	-1	-4	10	-14	-2	1.5	-1
C=C1CCN([C@@H](CC(C)C)C(=O)NCc2ccc(Cl)cc2)S(=O)(=O)c2ccccc21	nt	7	0.8	1	nt	-1	-1	6	-6	-4.7	18
CC(Sc1nc2c(c(=O)n(C)c(=O)n2C)n1Cc1cc2c(cc1Cl)OCO2)C(=O)O (stereo not given)	12	-13	-0.4	-11	nt	0	-4	8	6	1.0	-19
CCNc1nc(-c2cc(C)n(Cc3ccco3)c2C)cs1	-22	-5	1.6	-3	4	-3	14	-6	1	5.4	3
CCCN(CCC)CCNC(=O)C1(O)c2ccccc2NC(=O)N1c1cccc(OC)c1 (stereo not given)	-28	0	1.3	-10	10	3	-2	1	-3	-0.9	-20
Cc1cc(OCC(=O)N2CCN(c3ncccn3)CC2)ccc1Cl	-48	-6	-1.6	3	3	1	1	3	-3	-2.2	-3
COc1cc(NC(=O)c2cccc([N+](=O)[O-])c2)ccc1NC(=O)c1ccco1	-52	-3	0.0	-11	1	0	5	-3	-5	0.3	-4
O=C(Nc1ccc(N2CCN(C(=O)c3ccc(Cl)cc3)CC2)cc1)c1ccc([N+](=O)[O-])o1	-30	9	0.7	-10	0	4	12	-1	0	0.6	nt
COc1ccc(-c2[nH]c3ccccc3c2SCCNC(=O)c2cc3ccccc3oc2=O)cc1	-22	6	0.4	-5	nt	-3	9	-17	5	-1.0	-18
Cc1ccc(C2/C(=C(/O)c3ccc(OC(C)C)cc3)C(=O)C(=O)N2CCN2CCOCC2)cc1 (stereo not given)	17	7	-1.6	-7	2	-6	1	-3	-6	-6.4	14
O=C(Nc1nnc(-c2ccc3c(c2)CCCC3)o1)c1ccccc1	2	-2	0.1	-7	nt	4	10	-9	4	1.1	34

SUMO Mot1 rescue: what is marked active above.
mol	PfHsp90 set2	PvdQ inh	CDK5 inh	NSD2 inh	Keap1-Nrf2 PPI	Rtt109 Vps75	dFosB activator	C-LANA FP	SUMO Mot1 rescue
COCC(=O)Nc1c(C(=O)Nc2ccc3c(c2)OCO3)oc2ccccc12	0	-5	nt	-10	-6	-1	0	0.3	415*

(continued)
SMILES	PfHsp90 set2	PvdQ inh	CDK5 inh	Cardiac RTF inh	NSD2 inh	Keap1-Nrf2 PPI	Rtt109 Vps75	dFosB activator	cardiac RTF act	C-LANA FP	SUMO Mot1 rescue
COc1cccc2sc(N(CCCN(C)C)C(=O)c3sc4ccccc4c3Cl)nc12	8	-4	-5.1	-19	7	1	48	5	-3	-1.3	-15
CCc1nnc(NC(=O)CCC(=O)NCCc2ccccc2)s1	-1	-14	-2.1	-5	-3	-3	-6	-3	-2	0.2	13
Cc1ccc(SCc2nc(-c3ccccn3)no2)cc1	-12	-8	0.7	-8	-1	1	3	-9	-3	0.5	36
COc1ccc(S(=O)(=O)NCc2csc(C)n2)cc1OC	3	-14	1.1	-19	2	0	-11	-3	-1	-2.0	-7
COc1ccc(NC(=O)COC(=O)Cc2coc3cc(OC)ccc23)c(OC)c1	-12	-16	-1.3	-6	-2	-3	-3	-4	0	-0.1	-13
CC1(C)CC2CC(C)(CN2C(=O)COC(=O)c2cccc(O)c2)C1 (stereo not given)	nt	-3	0.6	-3	0	-1	2	-3	3	0.9	-2
CCN(CC)C(=O)CSc1nc(N)c2c3c(sc2n1)CC(C)CC3 (stereo not given)	-4	-18	-0.9	-2	3	-2	14	-18	-1	-0.7	35
O=C(NNc1ncccc1Cl)c1c(Cl)cccc1Cl	14	-6	-0.8	-9	nt	1	0	-2	5	-1.5	-1
Cc1ccc(S(=O)(=O)N(CCC(=O)NCC(c2ccccc2)N(C)C)c2ccccc2)cc1 (stereo not given)	12	-12	-4.6	-4	2	-3	8	-5	0	0.3	nt
CCc1ccc(CN(C)C(=O)CCc2nnc(Cc3cccc(C)c3)o2)nc1	-14	-10	1.4	-14	-1	-2	-3	-11	4	1.3	nt
COc1ccccc1NC1=C(Cl)C(=O)N(C2CCCCC2)C1=O	-17	13	3.1	-1	14	-6	52*	-6	-22	-1.3	239
CC(O)c1c(OCc2ccccc2)ncnc1OCc1ccccc1 (stereo not given)	-22	6	0.4	-3	-11	5	3	-2	-13	2.4	nt
COc1ccc(S(=O)(=O)Nc2cccnc2)cc1OC	11	-5	-0.6	-4	-2	6	4	7	3	0.7	-2
CN(C)C(CNC(=O)C1CCN(S(=O)(=O)c2ccc(Cl)cc2)CC1)c1ccccc1 (stereo not given)	2	-11	-1.0	-8	0	1	0	-1	5	2.9	140
COc1ccccc1N(CC(=O)NCc1ccccc1)C(=O)CCC(=O)Nc1nccs1	0	0	1.4	2	0	-3	-1	-2	-5	-0.7	5
COc1ccc(S(=O)(=O)Nc2cccc3c2O[C@@H](CN(C)Cc2ccc(C(=O)O)cc2)[C@@H](C)CN([C@H](C)CO)C3=O)cc1	-17	-14	-1.4	-4	nt	0	-4	-3	5	-2.4	-4
CCC1CCCCN1CCCNC(=O)C1CCCN(S(=O)(=O)N2CC(C)CC(C)C2)C1 (stereo not given)	-9	-1	0.5	1	-1	0	-9	3	-3	-0.9	1
CC(=O)c1cccc(NC(=O)c2cnn(-c3ccccc3)c2C)c1	-145	-12	1.3	-1	0	-8	-2	-11	-7	-3.0	99

Taken from above:
Cc1cc(OCC(=O)N2CCN(c3ncccn3)CC2)ccc1Cl in C-LANA FP reads -2.2
Cc1ccc(S(=O)(=O)N(CCC(=O)NCC(c2ccccc2)N(C)C)c2ccccc2)cc1 (stereo not given) in CDK5 inh reads -4.6
COc1ccc(S(=O)(=O)Nc2cccnc2)cc1OC in PvdQ inh reads -5
CCc1c(C)nc(SCC(=O)Nc2c(C)n(C)n(-c3ccccc3)c2=O)[nH]c1=O in cardiac RTF act reads 0
